CXCR6 inh – inhibitors of human CXCR6 receptor; 360,000 compounds, 0.36% hits; inhibition, % at 20 µM; CHO-K1 PathHunter CXCR6 beta-arrestin, luminescence; O00574; in the data active = inhibition above about 34%, passing the limit was not always enough;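 also: antagonist mode with CXCL16 agonist at 10 nM final; 0% = 10 nM CXCL16 with DMSO and 100% = unstimulated wells without agonist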
Target sequence (O00574 whole entry, looked up): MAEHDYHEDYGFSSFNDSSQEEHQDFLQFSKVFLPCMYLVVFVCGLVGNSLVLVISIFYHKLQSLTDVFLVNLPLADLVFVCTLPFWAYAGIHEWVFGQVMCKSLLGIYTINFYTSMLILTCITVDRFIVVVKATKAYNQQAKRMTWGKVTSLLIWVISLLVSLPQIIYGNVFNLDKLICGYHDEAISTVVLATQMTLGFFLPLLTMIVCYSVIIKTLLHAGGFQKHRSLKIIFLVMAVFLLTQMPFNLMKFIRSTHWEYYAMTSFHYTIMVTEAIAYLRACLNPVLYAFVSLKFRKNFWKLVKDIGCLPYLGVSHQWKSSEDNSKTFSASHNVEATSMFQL
Gli-Sufu block – Gli-Sufu pathway antagonism; Sufu-KO-LIGHT fibroblasts, Gli luciferase reporter luminescence; AID 588413; inhibition, % at 5 µM; 340,000 compounds, 0.74% hits;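 active = inhibition above about 55%, limit read from the data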;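 also: 0% = DMSO-treated cells and 100% = wells with medium but no cells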
CCR6 antagonist – antagonists of human CCR6 receptor | P51684 | inhibition, % at 20 µM | 340,000 compounds, 0.49% hits | CHO-K1 CCR6 PathHunter beta-arrestin, luminescence, CCL20-stimulated | AID 493098;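 active = compounds whose inhibition of the agonist-driven luminescence signal at 20 µM reaches about 50%, limit read from the data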;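 also: cells stimulated with CCL20 at 14 nM final; plate controls were DMSO with CCL20 for no effect and DMSO without agonist for full effect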
EBI2 block – blocks human EBI2 receptor beta-arrestin signaling; 360,000 compounds, 0.81% hits; inhibition, % at 5 µM; EBI2 beta-arrestin recruitment, luminescence, 7a,25-OHC stimulated; P32249; in the data active = inhibition above about 38%;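 also: enzyme fragment complementation signal reports receptor beta-arrestin coupling in cells; 0% = agonist plus DMSO wells and 100% = wells without agonist; some results beyond the cut were filed as inactive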
UBC13 inh – inhibitors of human UBC13 polyubiquitin chain formation. P61088. TR-FRET. inhibition, % at 20 µM. 330,000 compounds, 0.47% hits; in the data active = inhibition above about 45%, passing the limit was not always enough
Target sequence (P61088 whole entry, looked up): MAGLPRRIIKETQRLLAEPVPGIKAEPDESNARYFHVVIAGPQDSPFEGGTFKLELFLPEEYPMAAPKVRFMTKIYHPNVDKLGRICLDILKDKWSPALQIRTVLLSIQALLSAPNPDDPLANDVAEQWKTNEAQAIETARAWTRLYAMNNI
APJ antag – APJ receptor antagonism | P35414 | CHO-K1 APJ beta-arrestin complementation, luminescence | inhibition, % at 20 µM | 330,000 compounds, 0.32% hits;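 active = inhibition above about 40% at 20 µM, limit read from the data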;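 also: cells challenged with 10 nM apelin-13 agonist together with compound; plate controls were apelin-13 plus DMSO wells for no effect and DMSO wells lacking apelin-13 for full effect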
697 NFkB inh – lowers PMA/ionomycin-induced NF-kB signal in 697 B cells | inhibition, % at 4 µM | 697 B-cell NF-kB luciferase reporter, 16 h | AID 435022 | 330,000 compounds, 0.33% hits; in the data active = inhibition above about 35%
Jurkat NFkB inh – inhibitors of the PMA/ionomycin-induced NF-kB reporter in Jurkat cells. PMA/ionomycin-induced NF-kB luciferase reporter, luminescence. inhibition, % at 4 µM. 330,000 compounds, 0.53% hits. AID 435003; in the data active = inhibition above about 50%
* hit, by the source's call; x = no result given. The order is random; overall some 3% were active at least once.

1) O=C(Nc1nnc(-c2ccc(F)cc2)o1)C1CCCN1S(=O)(=O)c1cccs1 (stereo unspecified)
2) C[C@@]12CCC[C@@](C)(C(=O)O)C1CC[C@@]13C[C@@H](NCc4ccccc4)[C@@](C)(CCC12)C3 (stereo partly specified)
3) COc1ccccc1NC(=O)Cn1nc(C)n2cccc2c1=O
4) CC1CCc2c(sc(NC(=O)/C=C/c3cccs3)c2C(=O)O)C1 (stereo unspecified)
5) CCCCN(C(=O)C1CC1)C1CCS(=O)(=O)C1 (stereo unspecified)
6) COCCn1c(SCC(=O)Nc2ccc(C(N)=O)cc2)nc2c([nH]c3ccccc32)c1=O
7) CC(C)(C)n1nc2c(c1NC(=O)c1ccc(Br)cc1)CS(=O)C2 (stereo unspecified)
8) CCOC(=O)c1cnc2c(c(C)nn2C)c1Oc1cc(Cl)cc(Cl)c1

assay / compound	1	2	3	4	5	6	7	8
CXCR6 inh	2	6	6	5	4	2	1	2
Gli-Sufu block	-14	-6	2	-12	1	-5	18	9
CCR6 antagonist	3	2	13	7	11	3	-7	11
EBI2 block	-5	-14	7	16	-11	-3	1	4
UBC13 inh	-6	11	-6	-7	-2	-15	3	9
APJ antag	10	7	7	9	9	-51	16	15
697 NFkB inh	0	-5	-22	-7	5	2	22	9
Jurkat NFkB inh	2	-8	-1	-3	-6	7	5	4

9) CC1CCN(C2=NC(=O)/C(=C/c3ccccc3F)S2)CC1
10) Cc1ccc(-c2nc(N)n(C(=O)Cc3ccccc3)n2)cc1
11) Cc1ccc(S(=O)(=O)N(CC(=O)N2CCc3ccccc3C2)c2cccc(Cl)c2)cc1
12) NC(=O)COC(=O)c1cc(S(=O)(=O)N2CCOCC2)ccc1N1CCCCC1
13) O=C(O)C1C2OC(C(Br)C2Br)C1C(=O)O (stereo unspecified)
14) CCCN(CC(=O)Nc1ccccc1OC)C(=O)CCCN1C(=O)c2ccccc2C1=O
15) O=C1CN=CN=CN1c1ccc(Cl)cc1Cl
16) CCn1c2ccccc2c2cc(CN3CCN(Cc4cc(OC)ccc4O)CC3)ccc21

assay / compound	9	10	11	12	13	14	15	16
CXCR6 inh	0	-8	4	-6	4	0	3	2
Gli-Sufu block	12	-6	9	18	-7	2	13	30
CCR6 antagonist	21	22	-3	4	7	16	4	7
EBI2 block	14	-8	16	-13	-13	-9	-5	3
UBC13 inh	-28	-9	-6	6	x	0	8	16
APJ antag	3	2	10	3	x	-18	7	-4
697 NFkB inh	-69	-3	5	13	x	11	3	13
Jurkat NFkB inh	-3	-10	-3	7	x	-6	-6	-12

11 entries already listed, arranged by SMILES length, largest number first:
6) COCCn1c(SCC(=O)Nc2ccc(C(N)=O)cc2)nc2c([nH]c3ccccc32)c1=O
11) Cc1ccc(S(=O)(=O)N(CC(=O)N2CCc3ccccc3C2)c2cccc(Cl)c2)cc1
14) CCCN(CC(=O)Nc1ccccc1OC)C(=O)CCCN1C(=O)c2ccccc2C1=O
12) NC(=O)COC(=O)c1cc(S(=O)(=O)N2CCOCC2)ccc1N1CCCCC1
7) CC(C)(C)n1nc2c(c1NC(=O)c1ccc(Br)cc1)CS(=O)C2 (stereo unspecified)
4) CC1CCc2c(sc(NC(=O)/C=C/c3cccs3)c2C(=O)O)C1 (stereo unspecified)
10) Cc1ccc(-c2nc(N)n(C(=O)Cc3ccccc3)n2)cc1
3) COc1ccccc1NC(=O)Cn1nc(C)n2cccc2c1=O
5) CCCCN(C(=O)C1CC1)C1CCS(=O)(=O)C1 (stereo unspecified)
13) O=C(O)C1C2OC(C(Br)C2Br)C1C(=O)O (stereo unspecified)

assay / compound	6	11	14	12	7	4	10	3	5	13
CXCR6 inh	2	4	0	-6	1	5	-8	6	4	4
Gli-Sufu block	-5	9	2	18	18	-12	-6	2	1	-7
CCR6 antagonist	3	-3	16	4	-7	7	22	13	11	7
EBI2 block	-3	16	-9	-13	1	16	-8	7	-11	-13
UBC13 inh	-15	-6	0	6	3	-7	-9	-6	-2	x
APJ antag	-51	10	-18	3	16	9	2	7	9	x
697 NFkB inh	2	5	11	13	22	-7	-3	-22	5	x
Jurkat NFkB inh	7	-3	-6	7	5	-3	-10	-1	-6	x

15) O=C1CN=CN=CN1c1ccc(Cl)cc1Cl

assay / compound	15
CXCR6 inh	3
Gli-Sufu block	13
CCR6 antagonist	4
EBI2 block	-5
UBC13 inh	8
APJ antag	7
697 NFkB inh	3
Jurkat NFkB inh	-6

The list goes on.
17) C=C(C(=O)O)C1CCC2(C)CCCC(C)(O)C2C1 (stereo unspecified)
18) O=C(Nc1ccc([N+](=O)[O-])cc1)c1cc(-c2ccccn2)nc2c(Cl)cccc12
19) CCC(=O)NC1OC(CO)C(O)C(O)C1O (stereo unspecified)
20) Cc1ccc(S(=O)(=O)N2CCN(C(=O)[C@H](Cc3ccccc3)NC(=O)c3ccco3)CC2)cc1
21) COc1cc(NC(=O)c2ccc(Cl)cc2)c(OC)cc1NC(=O)CN1CCCCC1
22) CC(NC(=O)c1ccc(Cl)cc1)c1nnc(SCc2ccc([N+](=O)[O-])cc2)n1C (stereo unspecified)
23) CS(=O)(=O)c1ccc2nc(NC(=O)c3cccc([N+](=O)[O-])c3)sc2c1
24) Cc1nc2nc(C)c(NS(=O)(=O)c3ccc(Cl)s3)c(=O)n2[nH]1

assay / compound	17	18	19	20	21	22	23	24
CXCR6 inh	-1	-1	-1	5	-3	2	6	-4
Gli-Sufu block	8	7	-2	5	8	-4	-66	-1
CCR6 antagonist	10	-2	9	0	9	-12	-1	12
EBI2 block	-5	-8	-5	4	16	-4	6	-11
UBC13 inh	-1	-18	16	x	1	-7	-9	0
APJ antag	1	0	-2	x	-12	-22	18	-11
697 NFkB inh	-10	10	13	x	0	5	-138	7
Jurkat NFkB inh	2	2	-3	x	-9	-6	-50	4

25) CC(C)(C)c1ccc(C(=O)NNc2ccc(F)cc2F)cc1
26) O=C(C[n+]1ccc(-c2nnc3n2CCC3)cc1)c1ccc(Cl)cc1
27) O=S(=O)(c1cnc[nH]1)N1CCc2ccccc21
28) O=C(O)C1CCN(C(=O)CSc2nnc(-c3ccccc3)o2)CC1
29) C=CCNc1nc2c(c(=O)[nH]c(=O)n2C)n1CCCCC
30) Cc1ccccc1NS(=O)(=O)c1ccc(C(=O)NCCCN2CCCC2=O)cc1
31) COc1ccc(C(=O)Nc2c(-c3cccs3)c(=O)c3ccccc3n2C)cc1
32) Cc1ccccc1C(=O)NCCSc1ccccc1

assay / compound	25	26	27	28	29	30	31	32
CXCR6 inh	-4	2	-5	1	-7	2	0	6
Gli-Sufu block	-9	1	4	2	-3	-4	-1	-68
CCR6 antagonist	2	-10	8	-2	-7	2	-10	6
EBI2 block	8	-5	3	0	-1	2	5	4
UBC13 inh	4	-3	-7	6	5	0	-11	7
APJ antag	26	-2	14	0	0	12	18	-9
697 NFkB inh	-7	-15	31	10	-12	8	19	-112
Jurkat NFkB inh	17	-3	7	1	-14	1	-21	-105

Bioassay records: PubChem, Sanford-Burnham Center for Chemical Genomics
